# Rhodamine autofl – rhodamine region autofluorescence; Rhodamine-region fluorescence, 547/598 nm, Tris buffer; hits give high values; max dye-equivalent concentration, M; 59,000 compounds, 0.05% hits; AID 594; in the data active = max dye-equivalent concentration above about 11 nM; inconclusive = between about 1.1 nM and that limit
#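 A six-point rhodamine series on each plate calibrates the signal. Compounds sit in 100 mM Tris (pH 8.0) for 15 min at ambient temperature before imaging through 547 nm/598 nm filters.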
# Luciferase inh – inhibitors of firefly luciferase; P08659; purified firefly luciferase, luminescence, 8 min; Potency, µM (highest dose often 57.1 µM), without a hit: at the highest dose activity change, negative = inhibition, hits mostly inhibitors; 72,000 compounds, 2.2% hits; AID 411; note: potency is the fitted concentration of half-maximal effect; % is set by controls: 0 for no effect and ±100 for the full control effect; nearly all actives have a fitted effect of over 40% in size
# Target sequence (P08659 whole entry, looked up): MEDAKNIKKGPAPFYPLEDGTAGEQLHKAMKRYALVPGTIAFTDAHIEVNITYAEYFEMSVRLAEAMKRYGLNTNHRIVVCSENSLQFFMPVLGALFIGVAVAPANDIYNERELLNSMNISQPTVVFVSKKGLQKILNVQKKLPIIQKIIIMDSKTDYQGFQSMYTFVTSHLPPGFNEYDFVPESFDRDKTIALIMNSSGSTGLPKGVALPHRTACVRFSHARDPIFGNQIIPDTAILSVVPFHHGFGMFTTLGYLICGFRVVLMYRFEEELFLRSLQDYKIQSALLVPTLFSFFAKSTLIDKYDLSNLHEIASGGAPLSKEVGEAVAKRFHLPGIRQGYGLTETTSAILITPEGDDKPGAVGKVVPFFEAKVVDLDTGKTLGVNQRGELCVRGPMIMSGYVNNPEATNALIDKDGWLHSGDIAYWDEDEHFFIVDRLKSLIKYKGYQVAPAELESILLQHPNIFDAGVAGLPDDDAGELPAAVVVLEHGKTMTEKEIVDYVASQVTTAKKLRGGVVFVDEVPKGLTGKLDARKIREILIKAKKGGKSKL
#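 Firefly luciferase (PKLight detection mix) with 10 uM ATP in pH 7.2 imidazole buffer (KCl, MgCl2, Tween 20, BSA). Compounds tested across a concentration series (qHTS). Luminescence read after 8 min at ambient temperature.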
# 15-hLO inh – inhibitors of human 15-lipoxygenase (ALOX15); P16050; purified 15hLO-1, xylenol orange hydroperoxide absorbance; Potency, µM (series often up to 57.1 µM), without a hit: at the highest dose activity change, negative = inhibition, usual class: inhibitors; 74,000 compounds, 1.4% hits; note: potency is the fitted concentration of half-maximal effect; % is set by controls: 0 for no effect and ±100 for the full control effect; nearly all actives have a fitted effect of over 55% in size
#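 Purified human 15hLO-1 (40 nM) in 25 mM Hepes pH 7.5, 0.01% Triton X-100, preincubated 15 min RT with compound, then 50 uM arachidonic acid for 6 min. Hydroperoxide read by ferrous/xylenol orange, 30 min; 573/405 nm absorbance ratio gave progress.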
# CRE Fsk mod – CRE-bla signaling modulation under forskolin stimulation. CHO CRE-bla reporter (cAMP response element driving beta-lactamase), forskolin EC10, beta-lactamase ratio. Potency, µM (doses to about 38.2 µM), without a hit: at the highest dose activity change, negative = inhibition, most hits filed as activators. 71,000 compounds, 2.5% hits; active = well fitted activation curve with a large enough effect in the signal ratio, with a control signal flat, not every such curve was filed as active; inconclusive = small, poorly fitted or top-dose-only effect, or effect the other way, or a change in a side signal; the % refers to the signal ratio; note: potency is the fitted concentration of half-maximal effect; % of control where 0% means no effect
#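 CRE-bla CHO reporter cells treated with compound titration plus EC10 NKH 477 (water-soluble forskolin), incubated 3 h at 37 °C; CCF4 loading 2 h at room temperature, 460/530 nm emission ratio read, AC50 values derived for positive or negative modulators.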
# HBB splice mod – hemoglobin beta splicing modulation; HBB splicing reporter cell assay, activation; EGFP reporter with mutant IVS2-654 intron; response scale: normalised to 500 nM splice-correcting PNA; Potency, µM (top dose mostly 46.1 µM), inactives show top-dose activation, actives largely listed as activators; 65,000 compounds, 0.06% hits; note: potency is the fitted concentration of half-maximal effect; 0% is about no effect
#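 Compounds were applied for 2 days to HeLa EGFP-654 cells, 500/well in Optimem with 2% FCS. The reporter's EGFP is disrupted by mis-splicing of beta-globin intron IVS2-654. Readout: summed well GFP fluorescence from 488 nm laser scanning; reference was 500 nM antisense […] 654 PNA.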
# Tau fil binding – tau filament binding | P10636 | recombinant tau filaments, thioflavin S fluorescence, 15 h; filaments grown with octadecylsulfate alongside compound | Potency, µM (highest dose often 57.1 µM), inactives show top-dose activity change, negative = inhibition | 71,000 compounds, 2% hits;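 note: potency is the fitted concentration of half-maximal effect; % is set by controls: 0 for no effect and ±100 for the full control effect; actives lower thioflavin S fluorescence by blocking filaments or displacing dye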
#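 Read-out: ThS fluorescence, 450 nm excitation/510 nm emission; lower signal marks blocked filament formation or displaced dye. Tau at 1 uM with 30 uM ODS, 10 uM ThS, 5 mM DTT, 100 mM NaCl, 10 mM HEPES pH 7.4; 15 h, 37 C.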
# Hsp90 Hop PPI – changes Hsp90-Hop TPR2A binding signal, up or down | AID 595 | AlphaScreen TPR2A-His6 binding biotin-Hsp90 C-terminal peptide | 71,000 compounds, 0.44% hits | Potency, µM (highest dose often 57 µM), for inactives: top-dose activity change, negative = inhibition; active = well fitted curve in either direction with a large enough effect; inconclusive = small, poorly fitted or top-dose-only effect, or another doubt; note: potency is the fitted concentration of half-maximal effect; % is set by controls: 0 for no effect and ±100 for the full control effect; many of its hits are not listed in these tables
# TexasRed autofl – compounds fluorescent in Texas Red spectral region. Compound fluorescence, Texas Red channel, 547/618 nm; hits give high values. max dye-equivalent concentration, M. 59,000 compounds, 0.06% hits; in the data active = max dye-equivalent concentration above about 10 nM; inconclusive = between about 1.1 nM and that limit
#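 Texas Red-region profiling: compounds in 100 mM Tris pH 8.0 were read at 547/618 nm after 15 min at room temperature. Intensities were normalized against a six-point Texas Red standard series to give dye-equivalent concentration.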
# Pol III holo inh – blocks replication by bacterial DNA polymerase III holoenzyme; reconstituted DNA polymerase III holoenzyme replication, biochemical; Potency, µM (titrated, usually from 57.1 µM), for the others: at the top dose activity change, negative = inhibition; 71,000 compounds, 0.25% hits; AID 603; note: potency is the fitted concentration of half-maximal effect; % is set by controls: 0 for no effect and ±100 for the full control effect
#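 Reconstituted *E. coli* holoenzyme (0.35 nM Pol III, 1 nM beta, 154 nM SSB, 2 nM primase) was preincubated with compound for 15 min at RT. Synthesis on 1.4 nM ssM13Gori ran 35 min, then was stopped with PicoGreen/EDTA and read as dsDNA fluorescence.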
# HADH2 inhib – inhibitors of human HADH2 dehydrogenase; AID 886; Potency, µM (doses to about 57.1 µM), for the others: top-dose activity change, negative = inhibition, actives largely listed as inhibitors; Q99714; 73,000 compounds, 3.4% hits; recombinant HADH2, NADH fluorescence, beta-hydroxybutyryl-CoA; note: potency is the fitted concentration of half-maximal effect; % is set by controls: 0 for no effect and ±100 for the full control effect; nearly all actives have a fitted effect of over 60% in size; many of its hits are not listed in these tables
# Target sequence (Q99714 whole entry, looked up, one chain of several): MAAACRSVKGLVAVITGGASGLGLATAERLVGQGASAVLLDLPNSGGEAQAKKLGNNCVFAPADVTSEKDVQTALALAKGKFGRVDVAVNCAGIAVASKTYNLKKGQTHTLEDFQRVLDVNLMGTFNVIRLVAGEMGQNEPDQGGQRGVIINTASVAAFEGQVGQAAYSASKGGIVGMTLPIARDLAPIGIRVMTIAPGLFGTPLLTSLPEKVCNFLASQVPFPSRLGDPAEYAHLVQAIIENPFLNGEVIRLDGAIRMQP
#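 Activity measured as NADH fluorescence gain (360/450 nm), taken as the change between first and last reads of a 4-min kinetic run. Conditions: pH 9.0 Tris buffer, 20 nM E. coli-expressed His-tagged enzyme, 1 mM NAD+, 90 uM beta-hydroxybutyryl-CoA; 15-min compound preincubation.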
# ERK AVP inh – inhibitors of vasopressin-stimulated ERK signaling pathway; HEK293-V1b, vasopressin-stimulated pERK AlphaScreen; Potency, µM (doses to about 57.5 µM), for inactives: at the highest dose activity, negative = inhibition, most hits filed as inhibitors; 72,000 compounds, 0.99% hits; AID 995; note: potency is the fitted concentration of half-maximal effect; % is set by controls: 0 for no effect and ±100 for the full control effect; nearly all actives have a fitted effect of over 55% in size
#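 qHTS, compounds titrated on V1b-expressing HEK293 cells. Preincubation 30 min at 37C, vasopressin 25 nM for 5 min, lysis 10 min, bead incubation 5 hr at room temperature.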
# The depositor's hits bear a star; i = inactive; ? = inconclusive; . = not tested or not shown; [ ] = remark or other dose. Unless noted, calls come from the whole dose curve; as a rule, active = well fitted curve in the direction sought with a large enough effect; inconclusive = small, poorly fitted or top-dose-only effect, or another doubt; inactive = no such curve, though single readings can be large; an effect the other way counts as inactive or inconclusive. This is a subset. The share of hits here may be higher or lower than overall.
# Start of the listing, in advance (7 entries):
SMILES,Rhodamine autofl,Luciferase inh,15-hLO inh,CRE Fsk mod,HBB splice mod,Tau fil binding,Hsp90 Hop PPI,TexasRed autofl,Pol III holo inh,HADH2 inhib,ERK AVP inh
O=C(NCc1ccc2c(c1)OCO2)C1CCN(S(=O)(=O)c2cccs2)CC1,i,0%,1%,-2%,-1.1%,3%,-1%,i,-2%,8%,-11%
CCn1c(=O)n(CC(=O)N(C)Cc2ccccc2)c(=O)c2ccccc21,i,3%,2%,2%,-0.4%,-15%,0%,i,-5%,10%,-18%
C=C(Br)Cn1c(CCC)nc2ccccc21,.,1%,12%,-8%,-4.4%,-1%,-4%,.,4%,3%,7%
CN(c1ccc(C(=O)N2CCN(c3ccc(F)cc3)CC2)cc1)S(C)(=O)=O,i,2%,1%,-2%,-1.2%,-2%,-5%,?,-1%,12%,5%
COc1cccc(-c2csc3nc[nH]c(=O)c23)c1,i,0%,2%,8%,-0.1%,-4%,-2%,i,-5%,3%,-6%
COc1cc(OC)c(NC(=O)CCc2nc(-c3ccc(C)cc3)no2)cc1Cl,i,?,-8%,-5%,-1.9%,18%,9%,?,-2%,13%,10%
Cc1cc(C)n(-c2nc(NCCCO)c3c4c(sc3n2)CCCC4)n1,i,-17%,44%[activator],2µM*,1.3%[0.369 µM],40%,-6%,i,0%,37%[activator],-6%

# Main list, previewed entries included:
SMILES,Rhodamine autofl,Luciferase inh,15-hLO inh,CRE Fsk mod,HBB splice mod,Tau fil binding,Hsp90 Hop PPI,TexasRed autofl,Pol III holo inh,HADH2 inhib,ERK AVP inh
O=C(NCc1ccc2c(c1)OCO2)C1CCN(S(=O)(=O)c2cccs2)CC1,i,0%,1%,-2%,-1.1%,3%,-1%,i,-2%,8%,-11%
CCn1c(=O)n(CC(=O)N(C)Cc2ccccc2)c(=O)c2ccccc21,i,3%,2%,2%,-0.4%,-15%,0%,i,-5%,10%,-18%
C=C(Br)Cn1c(CCC)nc2ccccc21,.,1%,12%,-8%,-4.4%,-1%,-4%,.,4%,3%,7%
CN(c1ccc(C(=O)N2CCN(c3ccc(F)cc3)CC2)cc1)S(C)(=O)=O,i,2%,1%,-2%,-1.2%,-2%,-5%,?,-1%,12%,5%
COc1cccc(-c2csc3nc[nH]c(=O)c23)c1,i,0%,2%,8%,-0.1%,-4%,-2%,i,-5%,3%,-6%
COc1cc(OC)c(NC(=O)CCc2nc(-c3ccc(C)cc3)no2)cc1Cl,i,?,-8%,-5%,-1.9%,18%,9%,?,-2%,13%,10%
Cc1cc(C)n(-c2nc(NCCCO)c3c4c(sc3n2)CCCC4)n1,i,-17%,44%[activator],2µM*,1.3%[0.369 µM],40%,-6%,i,0%,37%[activator],-6%
O=c1[nH]c(SCc2ccccc2Cl)nc2c1CCC2,.,2%,-6%,-2%,-1.6%[9.22 µM],-16%,2%,.,-2%,4%,43%[activator]
CSc1oc(-c2ccccc2)nc1S(=O)(=O)c1ccc(F)cc1,i,1%,-18%,12%,-0.2%,36%,19%,i,-6%,-10%,26%
NC(N)=S,.,.,-3%,-6%,0.2%,6%,0%,.,-3%,0%,4%
COc1ccc(-n2c(=O)c(-c3cccs3)nc3cnc(Nc4ccccc4)nc32)cc1,i,0%[11.4 µM],-1%,?,10%,87%,-4%,i,-2%,-1%,-1%
NS(=O)(=O)c1cc(Cl)c(Cl)c(S(N)(=O)=O)c1,i,-2%[25.5 µM],7%[25.6 µM],-1%[17.1 µM],0.2%[20.6 µM],-3%[25.6 µM],-3%[26 µM],i,-6%[25.6 µM],6%[25.6 µM],6%[25.7 µM]
O=C(CS(=O)(=O)Cc1ccccc1)N1CCN(Cc2ccc3c(c2)OCO3)CC1,i,-18%,44%[activator],?,-1.8%,-8%,-12%,i,1%,-6%,19%
C=CCSc1nc(O)c(CC)c(=O)n1C(C)CC (stereo not given),.,1%,0%[11.4 µM],?,-2.4%[0.0738 µM],2%[11.4 µM],-2%[11 µM],.,-5%[11.4 µM],-2%[11.4 µM],-7%
O=C(CSc1nc2scc(-c3ccco3)c2c(=O)n1-c1ccccc1)NCC1CCCO1 (stereo not given),i,-3%,?,?,1.9%,83%,-10%,i,-8%,?,?
CCCn1c(NC(=O)C2COc3ccccc3O2)nc2ccccc21 (stereo not given),i,0%,-8%,?,-0.8%,-2%,-1%,?,-8%,-1%,17%
c1cc(NC2CC2)nc(-c2ccoc2)n1,i,1%[2.29 µM],?,0%,0.4%,29%,?,i,-3%,?,-2%
Cc1cc(Nc2ccc(F)cc2F)n2ncnc2n1,.,1%,8%,28%,-0.5%,16%,-4%,.,-5%,0%,?
Cc1oc(-c2ccccc2Cl)nc1CSCC(=O)NC1CC1,i,-5%,3%,3%,-1.1%,2%,1%,i,1%,13%,11%
CC(C)=CCSc1nnc([C@@H](NC(=O)OC(C)(C)C)C(C)C)o1,i,2%,3%,4%,2.6%[57.5 µM],-13%,6%,?,-5%,-2%,6%
C=CCNS(=O)(=O)c1cccc2cc(C(=O)O)c(O)cc12,i,1%,2%,?,-0.5%,252%,-6%,i,-7%,-9%,22%
O=S(=O)(c1ccc2c(c1)OCO2)N1CCN(c2nnnn2-c2ccccc2)CC1,i,0%,-5%,11%,0.8%,7%,-2%,?,-2%,6%,18%
O=C(c1ccco1)c1n[nH]nc1-c1ccccc1,.,1%,0%,1%,-1.5%,0%,0%,.,6%,-22%,-21%
COc1ccc2[nH]cc(CCNc3ncnc4ccc(-c5cccnc5)cc34)c2c1,i,0%[2.29 µM],8%,?,-0.6%,?,-21%,i,5%,-14%,?
CCOC(=O)N1CCC(N2C(=O)c3ccccc3C2Nc2cc(C(=O)OC)cc(C(=O)OC)c2)CC1 (stereo not given),.,0%,-9%,?,-0.3%,6%,-2%,.,-3%,-10%,-5%
# Next records follow:
SMILES,Rhodamine autofl,Luciferase inh,15-hLO inh,CRE Fsk mod,HBB splice mod,Tau fil binding,Hsp90 Hop PPI,TexasRed autofl,Pol III holo inh,HADH2 inhib,ERK AVP inh
O=C1C(=O)N(CCCN2CCOCC2)C(c2ccccn2)/C1=C(\O)c1ccc2c(c1)OCCO2 (stereo not given),i,2%,7%,?,1.7%[57.5 µM],-9%,-3%,i,-1%,-7%,5%
Cc1occc1C(=O)N1CCN(Cc2ccccc2)CC1,.,0%,-8%,-7%,-0.3%,17%,-9%,.,-3%,2%,1%
O=C(COc1ccc(Cl)cc1Br)N1CCN(c2ccccc2)CC1,.,-1%,-9%,5%,-0.6%,13%,-1%,.,0%,16%,-9%
Cc1cccc(N(C)c2cc(C)nc3ncnn23)c1,.,1%,-4%,18%,0.2%,13%,2%,.,-5%,-6%,-10%
O=C(c1ccccc1-c1nc(-c2ccccc2)no1)N1CCCC1,i,-9%,4%,5%,11%[0.369 µM],-4%,?,i,-1%,2%,44%
CCN(CC)c1c(-c2ccccc2)c2cc(C)ccc2[nH]c1=O,.,0%,-5%,?,-0.5%,18%,-2%,.,-7%,-1%,.
O=C(Nc1ccccc1)c1ccc(S(=O)(=O)N2CCCC2)cc1,i,1%,0%,-4%,1.1%,0%,2%,?,-5%,7%,11%
Cc1ccc(C)c(NC(=O)C2CC=CCC2C(=O)O)c1 (stereo not given),.,2%,5%,0%,0.2%,-5%,1%,.,-8%,1%,-16%
C=CCN(C1CCCCC1)S(=O)(=O)c1ccc2c(c1)oc(=O)n2C,.,1%,-2%,-8%,-1.4%,-3%,5%,.,4%,-3%,-9%
COC(=O)c1cc(COC(=O)c2cccnc2SC)oc1C,i,-1%,-2%,?,0.4%[57.5 µM],-2%,15%,i,1%,-22%,2%
Cc1csc(NC(=O)CCn2c(=O)oc3ccccc32)n1,i,-2%,2%,-4%,2.2%,8%,2%,?,0%,-1%,21%
COc1ccc(CCNC(=O)C2CCN(S(=O)(=O)c3c(C)noc3C)CC2)cc1OC,i,0%,0%,1%,-1.8%,-7%,-15%,i,4%,4%,25%

# Compound activity from PubChem BioAssay.
